Pol kappa inh: inhibitors of human DNA polymerase kappa. purified Pol kappa, fluorescent DNA synthesis assay, 10 min. Potency, µM (highest dose often 107 µM), inactives show at the top dose activity, negative = inhibition, actives largely listed as inhibitors. 400,000 tested, 0.53% active; also: potency is read from the fitted curve at half-maximal effect; % is scaled to controls: 0 for no effect and ±100 for the full control effect
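Kinetic fluorescence readout at 0 and 10 min followed reaction start with substrate at 50 nM final. Beforehand, enzyme (10 nM Pol kappa) stood 15 min with compound at room temperature; buffer-only wells were negative controls.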
Pol eta inh: inhibitors of human DNA polymerase eta. AID 588591. recombinant Pol eta, fluorescent DNA replication assay. 390,000 tested, 1.2% active. Potency, µM (doses to about 114 µM), inactives show at the top dose activity change, negative = inhibition, actives largely listed as inhibitors. Q9Y253; also: potency is read from the fitted curve at half-maximal effect; % is scaled to controls: 0 for no effect and ±100 for the full control effect
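Pol eta (10 nM) was preincubated with compounds for 15 min at room temperature, after which fluorescent replication substrate (50 nM final) was added to start the reaction. Fluorescence was read kinetically at 0 and 10 min.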
Pol iota inh: inhibitors of human DNA polymerase iota | Q9UNA4 | Pol iota fluorescent replication assay, 10 min | Potency, µM (doses to about 115 µM), for the others: at the top dose activity, negative = inhibition, most hits filed as inhibitors | 390,000 tested, 1% active | AID 588590; also: potency is read from the fitted curve at half-maximal effect
Target sequence (Q9UNA4 whole entry, looked up): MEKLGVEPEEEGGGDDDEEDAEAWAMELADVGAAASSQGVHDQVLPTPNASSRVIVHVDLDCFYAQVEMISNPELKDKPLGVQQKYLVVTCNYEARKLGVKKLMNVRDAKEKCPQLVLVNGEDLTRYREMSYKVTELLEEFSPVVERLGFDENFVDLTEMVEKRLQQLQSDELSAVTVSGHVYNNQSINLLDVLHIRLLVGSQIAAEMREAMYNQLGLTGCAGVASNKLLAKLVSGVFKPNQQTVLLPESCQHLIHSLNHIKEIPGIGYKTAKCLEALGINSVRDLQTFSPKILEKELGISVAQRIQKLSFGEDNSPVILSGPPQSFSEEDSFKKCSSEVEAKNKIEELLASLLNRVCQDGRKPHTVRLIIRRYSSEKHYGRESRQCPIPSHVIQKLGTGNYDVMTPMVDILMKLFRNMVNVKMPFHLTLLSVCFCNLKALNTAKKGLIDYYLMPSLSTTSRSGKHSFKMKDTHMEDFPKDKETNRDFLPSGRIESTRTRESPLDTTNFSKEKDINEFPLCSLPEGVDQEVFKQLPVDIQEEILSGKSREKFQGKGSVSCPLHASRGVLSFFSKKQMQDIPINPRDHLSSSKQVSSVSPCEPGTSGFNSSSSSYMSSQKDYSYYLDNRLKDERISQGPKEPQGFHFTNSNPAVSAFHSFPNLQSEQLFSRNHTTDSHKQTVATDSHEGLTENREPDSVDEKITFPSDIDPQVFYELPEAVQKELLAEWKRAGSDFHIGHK
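Pol iota at 10 nM preincubated 15 min with compounds at room temperature; reaction started with fluorescent substrate, 50 nM final. Fluorescence read kinetically at 0 and 10 min; buffer-only wells as negative control.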
POLB inh: blocks human DNA polymerase beta activity; P06746; Pol beta primer extension/strand displacement, fluorescence kinetic; Potency, µM (highest dose often 114 µM), for the others: at the top dose activity change, negative = inhibition, hits mostly inhibitors; 340,000 tested, 1.3% active; AID 485314; also: potency is read from the fitted curve at half-maximal effect; % is scaled to controls: 0 for no effect and ±100 for the full control effect
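Curves were derived by four-parameter Hill fits of normalized qHTS data. The kinetic fluorescent primer-extension read was taken at 0 and 10 min after 50 nM substrate, following a 15 min room-temperature preincubation of 10 nM enzyme with compounds.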
Anesthetic bind: binds horse apoferritin like a general anesthetic | Potency, µM (top dose mostly 77.5 µM), inactives show at the highest dose activity change, negative = displacement, hits mostly inhibitors | 350,000 tested, 0.074% active | P02791 | apoferritin/1-aminoanthracene competitive binding, fluorescence; also: potency is read from the fitted curve at half-maximal effect; % is scaled to controls: 0 for no effect and ±100 for the full control effect; nearly all actives have a fitted effect of over 20% in size
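10 uM apoferritin + 50% sat. 1-AMA, PBS; cpd 10 min RT; Ex380/Em535 endpoint; normalized to free probe vs complex; 4-param Hill fit; propofol titration as pos. ctrl.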
BLM helicase inh: Bloom syndrome helicase (human) inhibition; recombinant BLM DNA unwinding, fluorescence dequenching; Potency, µM (series often up to 56.1 µM), for inactives: at the highest dose activity change, negative = inhibition, most hits filed as inhibitors; 350,000 tested, 0.2% active; AID 2528;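 also: potency is read from the fitted curve at half-maximal effect; plate controls were vehicle for no effect and no enzyme for full effect; nearly all actives have a fitted effect of over 35% in size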
PGK inhibitor: T. brucei PGK inhibition. PGK/GAPDH coupled, Kinase-Glo luminescence, 60 min. 380,000 tested, 0.043% active. Potency, µM (highest dose often 57.5 µM), without a hit: at the top dose activity change, negative = inhibition, most hits filed as inhibitors; also: potency is read from the fitted curve at half-maximal effect; % is scaled to controls: 0 for no effect and ±100 for the full control effect; nearly all actives have a fitted effect of over 60% in size
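Luminescent ATP detection (Kinase-Glo Plus) follows a 60-minute room-temperature incubation, with wells lacking PGK as controls. Buffer: 100 mM TEA (pH 7.6), 5 mM MgCl2, 0.01% Tween-20. Coupling enzyme GAPDH (100 nM final) supplies unstable 1,3-BPG in-well.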
APEX1 inh: APE1 (human) endonuclease inhibition. recombinant APE1, TAMRA/BHQ-2 abasic DNA cleavage fluorescence. Potency, µM (series often up to 65.8 µM), inactives show at the top dose activity change, negative = inhibition, actives largely listed as inhibitors. 350,000 tested, 0.35% active. AID 2517;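 also: potency is read from the fitted curve at half-maximal effect; plate controls were vehicle for no effect and reference inhibitor for full effect; nearly all actives have a fitted effect of over 55% in size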
Target sequence (P27695 whole entry, looked up): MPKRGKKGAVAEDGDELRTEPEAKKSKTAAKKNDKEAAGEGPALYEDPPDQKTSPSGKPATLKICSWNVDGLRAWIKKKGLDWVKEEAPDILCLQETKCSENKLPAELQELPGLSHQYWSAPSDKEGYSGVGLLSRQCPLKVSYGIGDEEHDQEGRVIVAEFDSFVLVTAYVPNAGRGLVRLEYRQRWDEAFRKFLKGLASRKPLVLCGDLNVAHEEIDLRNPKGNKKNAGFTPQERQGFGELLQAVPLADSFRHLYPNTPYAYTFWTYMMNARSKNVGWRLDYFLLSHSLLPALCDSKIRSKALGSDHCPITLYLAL
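Kinetic fluorescence read (525 ex/598 em nm, three reads 60 s apart) of AP-site incision; signal = third minus first read. Enzyme 0.75 nM, dual-labelled THF duplex 50 nM, compound preincubation 15 min RT.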
RXFP1 antag: RXFP1 (human) relaxin receptor antagonism; Q9HBX9; 350,000 tested, 0.59% active; HEK293-RXFP1, relaxin-stimulated cAMP HTRF, 30 min; stronger effect = lower value; activity change, negative = inhibition, % at 57.5 µM;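 active = activity change of -60% or lower, but not beyond a set lower limit; inconclusive = change between -60% and -40%, or beyond the set limit; inactive = change above -40%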; also: % is scaled to controls: 0 for no effect and ±100 for the full control effect
* hit, by the source's call; i = inactive; ? = inconclusive; · = no result given; & = joins results of further samples; [ ] = remark or other dose. Unless noted, calls follow the shape of the dose curve; as a rule, active = well fitted curve in the direction sought with a large enough effect; inconclusive = small, poorly fitted or top-dose-only effect, or another doubt; inactive = no such curve, though single readings can be large; an effect the other way counts as inactive or inconclusive. These rows are one share of the data; count on the stated rates, not on these rows.

mol	Pol kappa inh	Pol eta inh	Pol iota inh	POLB inh	Anesthetic bind	BLM helicase inh	PGK inhibitor	APEX1 inh	RXFP1 antag
CCOc1c([N+](=O)[O-])cc2c(C)c(C(=O)N3CCN(C)CC3)oc2c1OCC	0%	-18%	64%[activator]	11%	-6%	-2%	1%	28%	1
Cc1cccc(OCC(=O)OCC(=O)Nc2ccc(Cl)cn2)c1	-6%	-2%	18%	·	·	·	8%	19%	-3
COc1cc(OC)c(C2N(c3ccccn3)C(=O)C3CCCN32)cc1OC (stereo not given)	-15%	-2%	27%	12%	-13%	-3%	-1%	11%	7
CN(C)c1ccc(NC(=O)Cn2cc(S(=O)(=O)Cc3ccccc3Cl)c3ccccc32)cc1	-12%	·	49%[activator]	12%	0%	-10%	·	·	7
COC(=O)c1ccccc1NC(=O)COC(=O)CSCC(=O)N1CCOCC1	-1%	-11%	8%	5%	-10%	1%	-11%	19%	-3
CN(C)c1cc[n+](CC(=O)Nc2ccc(Cl)c([N+](=O)[O-])c2)cc1	-7%	-21%	49%[activator]	-26%	-9%	-9%	4%	24%	4
O=C(COC(=O)c1cnc(Cl)c(Cl)c1)c1ccc(F)cc1	-1%	-21%	54%	·	·	·	6%	1%	-12
O=C(NCc1nc(-c2ccccc2)no1)c1ccc2c(c1)OCO2	-12%	2%	13%	35%	-10%	-1%	·	-7%	2
CCc1ccc2nc(Nc3nc(COC)cc(=O)[nH]3)nc(C)c2c1	21%	2%	10%	?	-15%	2%	·	-5%	-7
O=C(C[C@@H]1C/C=C\C[C@H](Cc2ccc(F)cc2)C(=O)OC[C@@H]2CCCN2C1=O)N[C@H](CO)Cc1ccccc1	-6%	-12%	-8%	·	·	·	-12%	7%	·
O=C1NCCCc2c1oc1cc(Br)c(O)c(Br)c21	-7%	-8%	-16%	-2%	-5%	1%	-2%	-4%	-6
O=C(CSc1nnc(-c2cccs2)o1)N1CCOCC1	-1%	9%	-14%	-18%	25%	0%	-2%	-5%	11
CCOc1ccc(Br)cc1S(=O)(=O)NCc1ccc(S(N)(=O)=O)cc1	3%	-7%	172%[activator]	13%	-5%	-11%	i	10%	-22
O=C(COC(=O)c1cc(S(=O)(=O)N2CCOCC2)ccc1F)c1ccccc1	2%	-17%	12%	·	·	·	-10%	14%	3
COc1cc(NS(=O)(=O)c2ccc(NC(=S)NC(=O)/C=C/c3ccco3)cc2)ncn1	7.1µM*	2.2µM*	?	18µM*	-13%	3%	20µM*	?	?
CCCc1cc(C(=O)N(C)CC(=O)Nc2ccc(OCC)c(OCC)c2)sc1C	-1%	3%	-17%	·	·	·	-4%	-7%	-37
COc1ccc(-c2cn3c(n2)sc2cc(C(=O)Nc4cc(OC)cc(OC)c4)ccc23)cc1	-16%	1%	26%	8%	-11%	-8%	i	·	20
Cc1cc(N2CCOCC2)c(F)cc1C(=O)c1ccccc1	0%	-20%	-4%	33%	-16%	-3%	1%	-5%	-12
O=C(CN1CCCCCC1)Nc1ccc(S(=O)(=O)N2CCOCC2)cc1	-21%	?	-8%	8%	-11%	-2%	5%	-1%	-3
CCOc1ccc(N2CC(C(=O)NC3CCCC3)CC2=O)cc1 (stereo not given)	-1%	-1%	-5%	4%	0%	-3%	i	24%	-4
CCCc1c(O)c2ccccc2n(-c2ccccc2)c1=O	-8%	-3%	0%	15%	-7%	1%	-1%	3%	1
Cn1c(SCc2ccc(C(F)(F)F)cc2)nc2c([nH]c3ccccc32)c1=O	-3%[60.1 µM]	-23%	21%	-11%	-4%	1%	-4%	·	3
O=C(c1cn(Cc2ccccc2)nc1-c1ccc(Cl)cc1)N1CCN(c2ccccn2)CC1	-10%	-29%	15%	·	·	·	2%	-16%	-10
COc1ccc2c(C)c(C(=O)N3CCN(Cc4ccccc4)CC3)oc2c1	-12%	-10%	-23%	2%	-20%	-2%	0%	26%	3
CCCNC(=O)C(Cc1ccc(I)cc1)NC(=O)c1ccc2ccccc2n1 (stereo not given)	-10%	-10%	0%	·	·	·	3%	-4%	·
CCCN1CCC(=O)N(C(CSc2ccc(C)cc2)CC(C)C)CC1 (stereo not given)	-5%	·	-18%	·	-5%	5%	·	-10%	·
COc1ccc(NCC(=O)Nc2ccccc2C#N)cc1Cl	-4%	-16%	-2%	6%	1%	-6%	13%	3%	0
CC(C)CNC(=O)C1=CC(c2ccc3c(c2)OCO3)=NS(=O)(=O)N1C	8%	-14%	13%	-1%	-4%	-1%	-5%	·	-16
CC(C)c1nnc(SCC(=O)NCc2ccc3c(c2)OCO3)n1C	6%	-7%	5%	10%	-2%	3%	i	7%	-3
O=C(CSc1nc2nccnc2c(=O)n1CCc1c[nH]c2ccccc12)Nc1ccccc1F	4%	-13%	?	-12%	?	-7%	-7%	·	-14
CCOC(=O)C1=C(c2ccccc2)O/C(=C(/C#N)C(F)(F)F)S1	·	·	·	5%	-22%	-6%	·	0%	·
CCC(C)(C)NC(=O)CN(C(=O)c1snc(C(N)=O)c1N)c1ccc(OC)c(OC)c1	-4%	-11%	-7%	7%	-19%	-1%	-9%	1%	-5
COc1ccccc1NC(=O)CSc1nnc(CNC(=O)COc2ccc(Cl)cc2)o1	-12%	-14%	13%	88%	-12%	-4%	3%	11%	1
O=c1oc(-c2ccc(Cl)c(Cl)c2)nn1-c1ccc(C(F)(F)F)cn1	-14%	-14%	24%	11%	5%	-3%	-3%	-3%	-25
Cc1cc(NC(=O)C(C)(C)C)cc(-c2nc3ncccc3o2)c1O	-6%	-11%	18%	-19%	107%[activator]	-3%	9%	·	-9
COc1ccc(N(CC(=O)N2CCc3ccccc3C2)S(C)(=O)=O)cc1	-1%	11%	19%	0%	-16%	1%	i	2%	-14
Cc1ccc(C(=O)CSc2nnc(-c3ccccc3)o2)cc1	-2%	6%	14%	-6%	-6%	2%	0%	0%	-7
COC(=O)c1sccc1NC(=O)CC1C(=O)NCCN1C(=O)Nc1cc(Cl)ccc1OC (stereo not given)	6%	-22%	-4%	?	-5%	-1%	-3%	-8%	-14
CN1CCc2c(sc3c2c(=O)n(-c2ccccc2)c2nnc(SCc4ccc(Cl)cc4)n32)C1	-8%	-9%	18%	10%	?	-8%	-3%	11%	11
COCCNC(=O)CCCn1c(SCC(=O)Nc2ccc(F)cc2)nc2c(sc3ccccc32)c1=O	-9%	-1%	-1%	28%	-19%	-5%	i	·	-8
O=C(O)c1cc(S(=O)(=O)N(Cc2ccccc2)c2ccccc2)ccc1Cl	-2%	-16%	-7%	21%	-2%	-1%	-6%	-13%	-4
O=S(=O)(NCc1ccccc1Br)c1ccccc1Br	-18%&5%	-12%	-18%&24%	·	·	·	-3%	4%	·
CNc1nc(N)c([N+](=O)[O-])c(NC2CCCCC2)n1	-2%	-9%	97%[activator]	21%	7%	-4%	-11%	10%	1
Cc1noc(C)c1S(=O)(=O)N1CCCC(C(=O)NCCc2ccc(Cl)cc2)C1 (stereo not given)	4%	0%	6%	-6%	-11%	-6%	i	16%	0
COc1cccc(CNc2ccc([N+](=O)[O-])c(NCC(=O)O)n2)c1	-15%	-10%	-2%	-2%	-17%	-7%	i	2%	-2
O=C(Cn1c(=O)ccc2cc(S(=O)(=O)N3CCCC3)ccc21)Nc1ccccc1	-7%[60.1 µM]	2%	-10%	-20%	-5%	-1%	i	·	·
COc1cc(/C=C/c2nc(C#N)c(N3CCN(C)CC3)o2)cc(OC)c1OC	-17%	-23%	7%	42%	86%[activator]	1%	i	·	2
O=c1cc(CN2CCN(Cc3ccccc3)CC2)c2cc(O)ccc2o1	-3%	-17%	3%	41%	5%	5%	3%	-4%	-1
Cc1cccc(C)c1OCc1nnc(SCC(=O)NCCc2ccccc2)o1	-11%	-20%	2%	5%	-9%	-9%	-8%	-1%	-1
Cc1ccccc1N(CC(=O)NCC1CCCO1)C(=O)CCC(=O)Nc1nccs1 (stereo not given)	7%	-8%	109%[activator]	59%	-8%	-1%	6%	-3%[12.4 µM]	13
CCOC(=O)/C(=N\Nc1ccccc1Cl)N1CCN(Cc2ccccc2)CC1	-14%	-16%	20%	-2%	-2%	-6%	2%	2%	-20
Cc1ccccc1OCC(=O)N=Nc1c(O)n(C)c2ccccc12	-5%	-8%	8%	32%	-8%	-1%	-10%	24%	18
CCn1cc(S(=O)(=O)NCCc2ccccc2OC)cn1	12%	-1%	19%	1%	-7%	-3%	i	28%	-3
COc1ccc(Cc2nc(-c3ccc(Br)o3)no2)cc1OC	-8%	-18%	33%[activator]	?	-16%	-4%	-11%	-4%	-10
COc1cccc(C2c3c(oc4ccc(F)cc4c3=O)C(=O)N2CCN2CCOCC2)c1OC (stereo not given)	-17%	-4%	-3%	21%	-10%	-1%	-9%	-1%	-3

With a hit mark in Pol kappa inh (from the list above):
| mol | Pol kappa inh | Pol eta inh | Pol iota inh | BLM helicase inh | PGK inhibitor | APEX1 inh | RXFP1 antag |
| --- | --- | --- | --- | --- | --- | --- | --- |
| COc1cc(NS(=O)(=O)c2ccc(NC(=S)NC(=O)/C=C/c3ccco3)cc2)ncn1 | 7.1µM* | 2.2µM* | ? | 3% | 20µM* | ? | ? |

High-throughput results (PubChem BioAssay)
